SRC3 TRFRET art: TR-FRET artefact, counter-screen to PPARgamma/SRC-3 agonist assay; 0.39% of 99,000 active; PPARgamma/SRC-3 format; stronger effect = higher value; TR-FRET ratio at 8 µM; AID 1048; in the data active means TR-FRET ratio above about 2000; further: inactives centre near 1600; reference of the scale not given here
SRC1 TRFRET art: counter-screen for PPARgamma SRC-1 recruitment agonists: TR-FRET artefact. 0.34% of 99,000 active. AID 1051. TR-FRET ratio at 8 µM. TR-FRET detection artefact counter-screen, emission ratio; stronger effect = higher value; in the data active means TR-FRET ratio above about 2300; further: inactives centre near 1800; reference of the scale not given here
Active calls of the source: *.

The first four compounds, to show the layout:
Structure	SRC3 TRFRET art	SRC1 TRFRET art
O=C(CN1CCCCCCC1)Nc1ccc(Cl)cc1Cl	1503	1396
CCN(Cc1ccccc1)C(=O)COC(=O)c1cc(S(=O)(=O)Nc2c(C)n(C)n(-c3ccccc3)c2=O)ccc1C	1324	1828
CC(=O)Nc1ccc(N=NN2CCOCC2)cc1	1688	1896
CC(=O)/C=C/c1ccc(C)o1	1379	1701

All compounds of this part (from the top)
Structure	SRC3 TRFRET art	SRC1 TRFRET art
O=C(CN1CCCCCCC1)Nc1ccc(Cl)cc1Cl	1503	1396
CCN(Cc1ccccc1)C(=O)COC(=O)c1cc(S(=O)(=O)Nc2c(C)n(C)n(-c3ccccc3)c2=O)ccc1C	1324	1828
CC(=O)Nc1ccc(N=NN2CCOCC2)cc1	1688	1896
CC(=O)/C=C/c1ccc(C)o1	1379	1701
Cc1nc2ccc(NC(=S)N3CCN(c4ccccn4)CC3)cc2nc1C	1416	1527
O=C1SCCC1NS(=O)(=O)c1ccccc1[N+](=O)[O-] (stereo unspecified)	1372	1779
CCOc1ccc(CN2CCN(Cc3cn(CC)nc3C)CC2CCO)cc1 (stereo unspecified)	1736	1612
Cn1c(N)c(C(=O)COC(=O)c2cnc(Cl)c(Cl)c2)c(=O)n(C)c1=O	1675	1985
CCOc1cc(NC(=S)NCC2CCCO2)c(OCC)cc1NC(=O)C1CC1 (stereo unspecified)	1733	1817
CCC(=O)Nc1nc2ccc3sc(C)nc3c2s1	1633	1943

Continuation:
Structure	SRC3 TRFRET art	SRC1 TRFRET art
COc1ccc(C)cc1S(=O)(=O)n1ccnc1C	1678	1757
COCCN1C(=O)Cc2c1nc(N)c1c(N)nc(N3CCN(c4ccc(F)cc4)CC3)c(C#N)c21	1652	1819
Cc1ccc(NN=Nc2nc3c([nH]2)c(=O)n(C)c(=O)n3C)cc1	1864	2029
Cn1c(C23CC4CC(CC(C4)C2)C3)n[nH]c1=S	1499	1495
COc1ccc(C(=O)OCC(=O)NC(=O)NC(C)C)cc1OC	1632	1742
COC(=O)N(NC(=O)C(O)(c1ccccc1)c1ccccc1)c1ccccc1	1565	1705
Cc1ccc(S(=O)(=O)N2CCN(C3CCN(Cc4ccccc4)CC3)CC2)cc1	1443	1712
COC(=O)N/N=C/c1c(C)nn(-c2cccc(Cl)c2)c1Cl	1510	1588
O=C(CN1CCCc2ccccc21)NCCc1ccc(Cl)cc1	1594	1968
O=[N+]([O-])C(C1CCS(=O)(=O)C1)C1CCS(=O)(=O)C1 (stereo unspecified)	1514	1556

Entries of single compounds from above:
Cn1c(C23CC4CC(CC(C4)C2)C3)n[nH]c1=S reads SRC3 TRFRET art: 1499; SRC1 TRFRET art: 1495
COC(=O)N/N=C/c1c(C)nn(-c2cccc(Cl)c2)c1Cl reads SRC3 TRFRET art: 1510; SRC1 TRFRET art: 1588

Next section
Structure	SRC3 TRFRET art	SRC1 TRFRET art
N#Cc1c(-c2ccc(F)cc2)cc(-c2cccnc2)nc1N	1603	1742
C=CCn1c(SCN2C(=O)c3ccccc3C2=O)nc2ccc(Cl)cc2c1=O	1545	1802
COc1cc(C(=O)N/N=C/c2sccc2C)cc(OC)c1OC	1528	1550
CCC(C)Nc1nnnc2c1sc1nc3c(cc12)COC(C)(C)C3 (stereo unspecified)	1332	1599
Cc1nn(C)c(C(=O)N2CCOCC2)c1Cl	1464	1549
CCOc1ccccc1NC(=O)c1nc(-c2ccccc2)oc1C	1700	1808
O=C(c1cccc(C(F)(F)F)c1)C1CCCN(Cc2cccn2-c2ncccn2)C1 (stereo unspecified)	1643	2071
Cc1cccc(NC(=O)CSc2nnnn2-c2ccc3c(c2)OCCO3)n1	1522	1693
CC(C)C(=O)Nc1c(O)c2ccccc2[nH]c1=O	1422	1692
CCN(CC)C(=O)c1ccc2c3c(cccc13)C(=O)N(CCc1ccc(OC)c(OC)c1)C2=O	1603	1939

(more compounds)
Structure	SRC3 TRFRET art	SRC1 TRFRET art
CSc1nc(S(=O)(=O)c2ccccc2)c(Cl)s1	1451	1698
Cn1nc(C(F)(F)F)c2cc(C(=O)O)sc21	1381	1545
COCCOC(=O)c1c(C)nc(SCC(=O)Nc2ccc(C)cc2)c(C#N)c1-c1ccco1	1420	1700
O=C(CCC(=O)Nc1ccccc1)NNC(=O)c1ccccc1Cl	1687	1789
COc1ccc(Nc2nc(N)nc(CSc3nc(C)cc(C)n3)n2)cc1	1750	1865
CCc1nc(NCc2ccccc2)c(C#N)c2c1CCCC2	1537	1684
CCOc1ccc(-n2c(C)nc3cc(C(=O)NCc4ccc5c(c4)OCO5)ccc32)cc1	1828	1862
Cc1cccc2c1CC(C)(C)N/C2=C\C(N)=O	1454	1824
CCOC(=O)Cn1nc(C)n(-c2ccc(Cl)cc2)c1=O	1605	1854
Clc1cc(Cl)cc(C2=NCCC(c3ccccc3)O2)c1 (stereo unspecified)	1477	1781

Additional compounds follow.
Structure	SRC3 TRFRET art	SRC1 TRFRET art
Cc1ccc(NC(=O)COC(=O)CNC(=O)c2ccc3ccccc3c2)c([N+](=O)[O-])c1	1338	1765
COCCNC(=O)C(NC(=O)C1CCCCC1)C(C)C (stereo unspecified)	1461	2048
COc1cc(C(=S)N2CCOCC2)ccc1OS(=O)(=O)c1ccccc1[N+](=O)[O-]	1658	1801
CC(=O)Nc1nnc(SCC(=O)c2ccc(F)cc2)s1	1798	1724
C=CCn1c(SCC(=O)c2cc(C)n(C)c2C)nnc1-c1ccncc1	1591	1814
CCOc1ccc(C(C)=O)cc1COC(=O)c1cccnc1SC	1536	1790
C/C(CC(=O)Nc1ccc(Cl)c(C(F)(F)F)c1)=N\NC(N)=S	1416	1797
CN(C(=O)COc1ccc([N+](=O)[O-])cc1)C1CCS(=O)(=O)C1 (stereo unspecified)	1323	1635
COc1ccc(CC(=O)NNC(=O)CCC(=O)Nc2cc(C)ccc2C)cc1	1814	2110
CC[C@@H]1C=C(C)C[C@H](C)C[C@H](OC)[C@H]2O[C@@](O)(C(=O)C(=O)N3CCCC[C@H]3C(=O)O[C@H](/C(C)=C/[C@@H]3CC[C@@H](O)[C@H](OC)C3)[C@H](C)[C@@H](O)CC1=O)[C@H](C)C[C@@H]2OC	1560	1776

The list continues.
Structure	SRC3 TRFRET art	SRC1 TRFRET art
CCOC(=O)COc1ccc(Br)cc1/C=C\c1[nH]c(=O)[nH]c(=O)c1[N+](=O)[O-]	1699	1833
COc1ccc(-c2cc3nc(C)c(CCC(=O)NCc4ccc(F)cc4)c(C)n3n2)c(OC)c1	1595	1470
CCOC(=O)N1CCC(N2CCN(S(=O)(=O)c3ccc(OC)cc3)CC2)CC1	1622	1982
CC(=O)c1ccc(NC(=O)COC(=O)CCN2C(=O)c3cccc([N+](=O)[O-])c3C2=O)cc1	1702	1796
CC1(C)CC(=O)C2=C(C1)OC(N)=C(C#N)C2c1ccoc1 (stereo unspecified)	1657	1964
CCn1c(=S)[nH]c2sc3c(c2c1=O)CCCCC3	1651	2096
Cc1ccc(Cl)cc1N1CCN(C(=O)Cc2c(C(=O)O)[nH]c3ccc(Cl)cc23)CC1	1637	2062
CCC(CC)C(=O)Nc1cccc(C(=O)Nc2nnc(C)s2)c1	1676	1726
Cc1cc(C)cc(NC(=O)c2oc3ccccc3c2COc2ccccc2)c1	1658	2098
COc1ccc(CCNC(=O)CSc2nnc(Cc3cccn3C)n2C)cc1OC	1673	1901

Additional compounds.
Structure	SRC3 TRFRET art	SRC1 TRFRET art
CC1(C)C([N+](=O)[O-])C(c2ccccc2O)NC(c2ccccc2O)C1[N+](=O)[O-] (stereo unspecified)	1208	1753
N#C/C(=C/c1ccc(CNC(=O)C(=O)Nc2cc(Cl)cc(Cl)c2)o1)C(=O)NCc1cccnc1	1710	2101
COc1cc(C(=O)O/N=C2/C=C(C)C(=O)C=C2C)cc(OC)c1OC	1768	2010
Cc1ccc(NC(=O)OCc2ccccc2S(C)=O)cc1 (stereo unspecified)	1698	1895
COc1ccccc1NC(=S)N/N=C/c1ccc(O)cc1	1699	1834
Cc1ccn(CC(=O)N2CCCC(C(=O)c3cccc4ccccc34)C2)n1 (stereo unspecified)	1513	1567
Cc1cc(CNC(=O)COc2c(F)c(F)cc(F)c2F)c2ccccc2n1	1633	1849
N#C/C(=C\C1=C(N2CCOCC2)C(=C/c2cccc([N+](=O)[O-])c2)/CC1)C(=O)Nc1ccccc1F	1547	1742
O=C(NNC(=O)C1CC2CCC1C2)c1ccccc1 (stereo unspecified)	1578	1923
Nc1[nH]nc2nc(N3CCCC3)nc(-c3ccccc3)c12	1584	1675

(continued)
Structure	SRC3 TRFRET art	SRC1 TRFRET art
C/C(=N/NC(=S)Nc1cccc(C)c1)c1cccc([N+](=O)[O-])c1	1428	1750
Cc1cc(S(=O)(=O)N2CCCOC2CNC(=O)C(=O)NCc2ccco2)ccc1F (stereo unspecified)	1688	1918
O=C(COC(=O)CNC(=O)c1ccccc1)NCCc1ccccc1	1368	1803
Cc1ccc2c(Cl)cc(Cl)c(OCC(=O)Nc3cccc(S(N)(=O)=O)c3)c2n1	1657	2075
CCOCCCNc1nc(C)nc2c1nnn2Cc1c(F)cccc1Cl	1471	1815
CC(=O)N1CCC(C(=O)Nc2ccccc2)(N(Cc2ccccc2)C(=O)c2cccnc2)CC1	1575	2072
O=C(CCc1ccccc1)N1CCN(c2ccccn2)CC1	1822	1837
COC(=O)c1sccc1NC(=O)Nc1ccccc1F	1706	1943
CC(=O)c1ccc(OCC(=O)Nc2ccc3c(c2)CCC3)cc1	1630	1688
Cc1ccc2cc(CN(CCN(C)C)C(=O)Nc3ccc(Cl)cc3)c(=O)[nH]c2c1	1384	1322

More structures
Structure	SRC3 TRFRET art	SRC1 TRFRET art
Cc1nc2c3ccccc3nc(NNC(=O)CCC(=O)NC3CCCC3)n2n1	1702	1813
O=c1[nH]c(SCc2ccc(Cl)cc2)nc2[nH]ncc12	1507	2005
O=c1c2ccccc2nc2n1CCS2	1413	1697
O=C(/C=C/c1ccnc2ccccc12)c1cccs1	1441	1681
Cc1cc(N)c(C)c([N+](=O)[O-])c1C	1489	1798
CCOc1ccc(N2C(=O)/C(=C/c3ccccc3OCC(=O)OC)N(CC(=O)OC)C2=S)cc1	1515	1690
Cc1ccc(-c2cc(C(=O)O)n[nH]2)s1	1569	2012
CCOC(=O)c1c(NC(=O)/C=C/C(=O)O)sc(C)c1-c1ccc(F)cc1	1728	1706
CCOC(=O)C(=Nc1ccc(Cl)cc1)NO	1515	1738
Cc1nn(-c2ccccc2)c(C)c1/C=C/C(=O)OCC(=O)N(C)C1CCS(=O)(=O)C1 (stereo unspecified)	1343	1471

Carrying on:
Structure	SRC3 TRFRET art	SRC1 TRFRET art
Cc1c2c(nc3nnnn13)CCCC2	1680	1825
COCCNC(=S)NN=C1CCCCC1	1417	1532
C/C(=N\OCc1ccccc1)c1c(O)cc(C(C)C)n(-c2ccccc2)c1=O	1650	1603
O=C(CSc1nncs1)Nc1ccc(S(=O)(=O)N2CCCC2)cc1	1674	1927
O=C(NC(NCc1cccnc1)C(Cl)(Cl)Cl)c1cccc2ccccc12 (stereo unspecified)	1416	1855
Cc1cccc(C(=O)Nc2ccc3c(c2)C(=O)N(CC(C)C)C3=O)c1	1706	1895
CCOc1ccc(S(=O)(=O)Nc2cccc(C)c2)c2cccnc12	1576	1747
COc1ccc(CNC(=O)COc2ccc(C(=O)c3ccc(F)cc3)cc2)cc1	1720	1821
CCN1/C(=C\c2ccc3cc(C)ccc3[n+]2CC)Sc2cc(C)c(C)cc21	1847	1939
COc1cc(OC)c(CN2CCN(c3ccc(F)cc3)CC2)cc1Br	1526	1716

Next section
Structure	SRC3 TRFRET art	SRC1 TRFRET art
O=C(Cn1nnc(-c2ccccc2F)n1)OCC(=O)c1ccccc1	1682	1664
CSc1ccccc1NC(=O)c1cc(-c2cccnc2)nc2ccc(Br)cc12	2157*	1916
Cc1ccc(/C=N/NC(=O)CSc2nc3ccccc3n2Cc2ccc(Cl)cc2)o1	1632	1789
Cc1cc2cc(CNC(=O)Nc3ccccc3)ccc2[nH]1	1426	1513
CCCC/C(O)=C1\C(=O)CC(C)(C)CC1=NCCCCCC(=O)O	1467	1710
CCOC(=O)/C(=C/c1c(C)n(C)c2ccc([N+](=O)[O-])cc12)C(C)=O	1645	1790
NS(=O)(=O)c1cccc(NC(=O)Cc2ccc(Cl)c(Cl)c2)c1	1509	1837
COc1ccc(CCN(CC(=O)NC2CCCC2)C(=O)CCC(=O)Nc2cc(C)on2)cc1OC	1755	1994
Cc1ccc(/C=N\NC(=O)COc2ccc(C)cc2[N+](=O)[O-])cc1	1646	1640
O=C(NCc1cccnc1)Nc1ccccc1	1627	1865

Next entries follow.
Structure	SRC3 TRFRET art	SRC1 TRFRET art
Cc1ccc(Cl)cc1N1CCN(CC(=O)NC2CCCc3ccccc32)CC1 (stereo unspecified)	1270	1594
O=C(NCc1ccccc1)c1cc(S(=O)(=O)N2CCOCC2)ccc1F	1381	1748
COCCSc1nnc(NC(=O)c2ccc(NC(C)=O)cc2)s1	1811	1632
CCOc1cc(/C=N/Nc2ncnc(Cl)c2N)ccc1O	1561	1876

Compound activity from PubChem BioAssay.

These rows are one share of the data; rates above refer to the full screens.
